Compound activity (PubChem BioAssay)
GPR35 arrestin U2OS = inhibition of zaprinast-stimulated GPR35 beta-arrestin translocation – imaging, U2OS, beta-arrestin-GFP, zaprinast agonist, primary screen (AID 2058) | U2OS GPR35 beta-arrestin-GFP translocation imaging, zaprinast antagonism; higher % means a stronger effect | one-dose inhibition, % at 10 µM; IC50 in µM for titrated hits | 0.052% of 290,000 active;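 active means inhibition of at least 50% with at least 30 cells and total cytoplasm GFP at most 10,000,000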
NOD1 NF-kB reporter = inhibition of NOD1-driven NF-kB reporter – cell-based, luminescence, uHTS, primary screen (AID 1578); inhibition, % at 4 µM; hits with a dose series show EC50 in µM; NOD1-driven NF-kB luciferase reporter cells, luminescence; higher % means a stronger effect; 1% of 290,000 active; in the data active means inhibition mostly above about 36%, no sharp cut-off; inactive means mostly below about 34%;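 further: HEK-293T reporter cells stimulated with the NOD1 agonist gamma-tri-DAP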
GPR55 activation = selective activators of receptor GPR55 – imaging, U2OS cells, beta-arrestin-GFP redistribution, primary screen (AID 1961); U2OS GPR55 beta-arrestin-GFP redistribution imaging; higher % means a stronger effect; activation, % at 10 µM; hits with a dose series show EC50 in µM; 0.048% of 290,000 active;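 active means activation above 40% with more than 50 cells counted in the well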;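 further: U2OS osteosarcoma cells stably expressing GPR55 and beta-arrestin-GFP; plate controls were DMSO negative control for no effect and LPI positive control for full effect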
MgcRacGAP inhibition = MgcRacGAP GTPase-activating activity inhibitors, confirmation, biochemical, ADP Hunter fluorescence. one-dose inhibition, % at 30 µM; IC50 in µM for titrated hits. MgcRacGAP-stimulated Rac1 GTP hydrolysis, ADP Hunter fluorescence; higher % means a stronger effect; GST-tagged Rac1 F28L mutant substrate. 0.6% of 340,000 active. AID 624330;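 active means first-screen hits whose inhibition reached a set limit at any dose in the follow-up dose series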;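 further: fluorescence reports GDP produced by GAP-driven GTP hydrolysis; strong numbers were not always called active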
GPR55 antagonists = inhibition of LPI-stimulated GPR55 beta-arrestin translocation – imaging, U2OS, beta-arrestin-GFP, LPI agonist, primary screen (AID 2013). inhibition, % at 10 µM, or IC50 in µM where a hit was titrated. U2OS GPR55 beta-arrestin-GFP translocation imaging, LPI antagonism; higher % means a stronger effect. 0.13% of 290,000 active;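 active means spots per cell inhibited over 60%, with over 100 cells counted and total cytoplasm intensity under 500,000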;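 further: U2OS cells stably carrying GPR55 and arrestin-GFP stimulated by 5 µM LPI near EC80; imaged beta-arrestin-GFP aggregate spots per cell after agonist stimulation; plate controls were LPI-stimulated DMSO wells for no effect and DMSO wells without LPI for full effect; some results filed as inactive read as strong as hits; confirmed hits need IC50 under 10 µM and bright autofluorescent wells are also inconclusive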
NTR1 agonist = NTR1-driven beta-arrestin-GFP spot formation – imaging, U2OS cells, high content, primary screen (AID 493036). 0.17% of 330,000 active. P30989. activation, % at 20 µM. agonist mode;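 active means activation at or above 40% of the spot to cytoplasm intensity ratio, with at least 20 cells analyzed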;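 further: 0% = DMSO without peptide and 100% = 100 nM NTR1 peptide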
Target sequence (P30989 whole entry, looked up): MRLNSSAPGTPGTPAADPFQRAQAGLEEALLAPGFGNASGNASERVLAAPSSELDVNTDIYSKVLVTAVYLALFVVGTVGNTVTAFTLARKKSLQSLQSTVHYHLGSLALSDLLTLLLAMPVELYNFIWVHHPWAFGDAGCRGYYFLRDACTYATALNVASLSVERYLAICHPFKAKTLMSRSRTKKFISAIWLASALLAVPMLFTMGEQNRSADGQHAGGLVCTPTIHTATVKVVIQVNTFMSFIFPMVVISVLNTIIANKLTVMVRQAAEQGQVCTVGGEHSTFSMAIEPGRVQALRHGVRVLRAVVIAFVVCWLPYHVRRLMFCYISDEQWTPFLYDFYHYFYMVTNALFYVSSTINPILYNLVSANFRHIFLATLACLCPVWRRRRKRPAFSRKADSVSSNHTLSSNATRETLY
KOR beta-arrestin-1 = KOR antagonists, beta-arrestin recruitment, cell-based, luminescence, uHTS (AID 1778). KOR beta-arrestin recruitment, luminescence, antagonist mode; higher % means a stronger effect. inhibition, % at 10 µM, or IC50 in µM where a hit was titrated. 0.091% of 290,000 active; in the data active means inhibition above about 50%; further: strong numbers were not always called active
K1F lysis inhibition = inhibition of K1F phage lysis, E. coli UTI89, bacterial capsule biogenesis inhibitors, alamar blue (AID 488966). E. coli UTI89 K1F phage lysis, alamar blue, 2 h; higher % means a stronger effect. 0.02% of 340,000 active. inhibition, % at 100 µM, or IC50 in µM where a hit was titrated;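 active means phage lysis inhibition, versus mean bacterial control, above a set limit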;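 further: capsule biogenesis inhibitors block K1F phage lysis so surviving cells raise fluorescence; higher fluorescence means more inhibition of phage lysis; actives were called in the ten point dose series up to 300 µM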
KOR beta-arrestin-2 = KOR agonists, beta-arrestin recruitment, primary screen, cell-based, luminescence, uHTS (AID 1777). activation, % at 10 µM; hits with a dose series show EC50 in µM. KOR beta-arrestin recruitment, luminescence; higher % means a stronger effect. 0.02% of 280,000 active; in the data active means activation above about 50%, passing the limit was not always enough; further: a part of the inactive calls stands beside numbers as strong as those of hits
NTR1 agonist cell count 20 µM = also measured in NTR1 agonist; calls as there; cell count; measured here: cell count, cytotoxicity flag
* = called active by the depositor; i = inactive; · = no result given; [ ] = another dose, or the depositor's remark. Only part of the results is shown; rates above refer to the full screens.

Molecule,GPR35 arrestin U2OS,NOD1 NF-kB reporter,GPR55 activation,MgcRacGAP inhibition,GPR55 antagonists,NTR1 agonist,NTR1 agonist cell count 20 µM,KOR beta-arrestin-1,K1F lysis inhibition,KOR beta-arrestin-2
O=C(NCCc1ccccc1)C1CCN(C(=O)N2CCOc3ccccc32)CC1,-3%,-15%,0.0%,15%,5%,0.0,54,-3%[20 µM],0.9%,-4.8%
O=C(Cc1ccccc1)Nc1ccc(NC(=O)c2cccs2)cc1,-6%,-73%,0.1%,8%,-6%,0.7,56,0%,0.3%,-4.4%
COc1ccc(CNC(=O)COC(=O)C2=COCCO2)cc1,13%,-1%,0.7%,3%,5%,1.8,37,6%,-0.9%,-5.5%
CC(C)CC(NC(N)=O)C(=O)Nc1ccc2c(c1)OCO2 (stereo not given),6%,15%,-1.1%,6%,9%,1.0,52,-42%,0.0%,4.1%
CC(=O)/C=C\c1cn(-c2ncc(C(F)(F)F)cc2Cl)c2ccccc12,-1%,37%,0.5%,4%,25%,5.9,63,-27%,0.0%,-3.5%
Cc1ccc(S(=O)(=O)N(C)C)cc1-n1c(SCC(=O)Nc2ccc(F)cc2)nc2ccccc2c1=O,15%,53%,-0.2%,3%,2%,-1.7,76,18%,0.4%,-8.8%
COc1ccc(-c2csc(C)n2)cc1,-7%,-25%,-0.4%,5%,4%,-1.5,86,20%,0.3%,1.7%
O=c1cc(-c2ccccc2)oc2cc(OCc3ccccc3)cc(O)c12,14%,-32%,0.0%,10%,14%,2.9,67,-34%[20 µM],0.1%,·
Cn1nccc1C(=O)N1CCN(c2ccccc2Cl)CC1,10%,-34%,0.2%,9%,-4%,0.9,62,-14%,2.5%[50 µM],3.5%
Cc1[nH]nc(-c2ccc(OCc3cnn(-c4ccccc4)c3)cc2O)c1Oc1ccccc1F,21%,7%,0.2%,-4%,8%,7.5,51,6%,-2.2%,2.8%
CCCCN(CC)S(=O)(=O)N1CCC(C(=O)NCCCN2CCOCC2)CC1,27%,6%,-0.1%,-7%,-9%,-0.4,60,2%,-0.1%[50 µM],6.2%
CC(CC(=O)NC1CCCCC1)S(=O)(=O)c1ccc2c(c1)CCN2C(=O)C1CC1 (stereo not given),11%,7%,0.0%,5%,-9%,-0.1,49,-16%,0.3%,-0.9%
O=C(CSc1nncn1-c1ccccc1)Nc1cccc(S(=O)(=O)N2CCCCC2)c1,0%,31%,0.3%,·,1%,1.8,60,-8%,·,7.5%
NC(=O)CSc1nc2ccccc2n1-c1ccccc1,-2%,-45%,-0.1%,4%,-17%,0.9,66,19%,0.7%,0.9%
CSc1nnc(-c2nnc(SC)n2-c2ccccc2)n1-c1ccccc1,12%,28%,0.1%,5%,14%,3.6,52,2%,1.4%,-4.0%

(continued)
Molecule,GPR35 arrestin U2OS,NOD1 NF-kB reporter,GPR55 activation,MgcRacGAP inhibition,GPR55 antagonists,NTR1 agonist,NTR1 agonist cell count 20 µM,KOR beta-arrestin-1,K1F lysis inhibition,KOR beta-arrestin-2
Cn1c(CNc2nc3ccccc3n2C)nc2ccccc21,0%,-32%,-0.2%,4%,4%,-1.9,60,-28%,2.7%,-5.6%
O=C(CSc1nnc(-c2cccnc2)s1)Nc1ccnc2ccccc12,-3%,-23%,-0.3%,11%,4%,-1.2,52,4%,3.2%,8.8%
Cc1cc(C(F)(F)F)nc(SCC(=O)Nc2nccs2)n1,2%,-12%,0.7%,4%,7%,2.3,64,-21%,0.1%,6.6%
Cc1ccc(N(CC(=O)N/N=C/c2ccc(OC3CSC3)cc2)S(=O)(=O)c2ccccc2)cc1,-15%,13%,-0.2%,17%,-4%,0.9,42,-27%,0.2%,-1.8%
CCN(CC)S(=O)(=O)c1ccc(/C=C/C(=O)OCC(=O)Nc2ccc(S(N)(=O)=O)cc2)cc1,-1%,44%,0.2%,4%,-6%,2.3,53,-37%,-1.4%[50 µM],9.3%
CC(C)Oc1ccc(C(=O)NCCNC(=O)c2ccco2)cc1,-8%,28%,-0.1%,1%,4%,0.2,45,-47%,0.0%,5.8%
CCCNC(=S)N1CC2(C)CN(C(=O)C(=O)OC)CC(C)(C1)C2=O,22%,25%,-0.3%,2%,17%,-0.3,43,0%,1.0%,2.3%
CCOC(=O)/C(=N\O)C1=NC(C)(C)Cc2ccccc21,-1%,32%,-0.3%,-4%,-26%,0.0,69,-14%,0.0%,7.6%
O=C(COc1cccc2cccnc12)Nc1nccs1,-7%,-40%,-0.1%,0%,10%,-0.4,69,-19%,0.1%,-1.5%
CCN(CC)c1cc(C)c2cc(NC(=O)c3ccccc3OC)ccc2n1,4%,-28%,0.4%,17%,16%,14,51,6%,0.4%,-2.0%
O=C(O)c1ccc(S(=O)(=O)NC2CCCCC2)cc1,-6%,16%,0.2%,-1%,18%,-0.3,42,10%,0.2%,-0.5%
CC(=O)NC(CCS(C)(=O)=O)C(=O)Nc1ccccc1C (stereo not given),-1%,·,0.2%,9%,-4%,-0.7,51,6%,0.6%[50 µM],-0.6%
CC1CC(=O)c2cnc(N3CCOCC3)nc2C1 (stereo not given),-4%,-30%,-0.2%,3%,2%,0.1,61,-9%,-1.9%,-3.1%
CCC1CCCCN1C(=O)CSc1nnc(-c2cccc(Cl)c2)o1 (stereo not given),14%,-31%,-0.3%,4%,33%,0.7,67,19%,4.8%,-4.1%
C=CCC1(CC=C)CCCN1C(=O)c1cc(COc2ccccc2SC)on1,-17%,7%,0.3%,7%,15%,3.1,59,19%,0.0%,8.3%

The listing continues:
Molecule,GPR35 arrestin U2OS,NOD1 NF-kB reporter,GPR55 activation,MgcRacGAP inhibition,GPR55 antagonists,NTR1 agonist,NTR1 agonist cell count 20 µM,KOR beta-arrestin-1,K1F lysis inhibition,KOR beta-arrestin-2
Cc1ccc(NC(=O)CCNC(=O)c2ccco2)cc1F,-3%,-32%,0.1%,1%,11%,0.0,62,-6%,0.1%,-3.4%
COC(=O)CSc1nc2[nH]ncc2c(=O)[nH]1,5%,-28%,-0.4%,-3%,16%,3.6,77,-17%,0.0%,-0.1%
COc1ccc(OC)c(NC(=O)CN(c2ccc(OC)c(Cl)c2)S(C)(=O)=O)c1,12%,-32%,-0.3%,-4%,1%,-1.5,54,-12%,-0.1%,·
CCc1cccc(CC)c1NC(=S)Nc1cccc(Cl)c1Cl,-5%,-6%,-0.2%,9%,0%,-0.8,44,19%,0.2%,1.5%
COc1ccc(C(=O)NCc2cccnc2)cc1Br,-5%,-24%,0.1%,8%,-10%,4.9,55,19%,0.1%,-11%
Cc1ccc(S(=O)(=O)N(C)CCCC(=O)NC(C)(C)CO)cc1,-10%,-24%,0.4%,4%,8%,-0.8,43,-17%,4.5%,-8.0%
O=C1C(Cl)=C(N2CCOCC2)C(=O)N1c1cccc(C(F)(F)F)c1,2%,-8%,-0.2%,-19%,8%,-0.9,59,11%,-1.3%,-6.8%
COc1cc(NC(=O)c2ccccc2C)c(OC)cc1NC(=O)CN1CCOCC1,0%,-34%,0.3%,1%,3%,-0.8,21,-20%,i,-5.7%
O=C(CCN1CCN(c2ccccc2F)CC1)Nc1ccc2c(c1)OCO2,8%,20%,-0.2%,10%,-2%,-1.1,62,19%,0.2%,-2.1%
Cc1ccc2nc(NC(=O)c3ccc(Cl)s3)sc2c1,4%,-111%,-0.2%,7%,8%,0.3,49,-15%,-3.1%,4.3%
COC(=O)C1CN(C(=O)COc2ccccc2C)c2ccccc2O1 (stereo not given),7%,-16%,-0.3%,1%,-6%,1.1,97,-3%,0.0%,0.1%
Cc1nn(-c2ccccc2)c(N)c1N=Nc1ccc2ccccc2c1,-8%,-10%,-0.2%,17%,18%,3.4,60,38%,0.3%,3.6%
CN(Cc1ccco1)C(=O)CCc1nc2sc3c(c2c(=O)[nH]1)CCCC3,-6%,-19%,-0.2%,10%,-6%,2.7,61,-11%,0.8%[50 µM],1.8%
O=C(CCNS(=O)(=O)c1cccc2nsnc12)NCc1ccccc1Cl,8%,-14%,-0.4%,-1%,6%,0.8,32,9%,0.5%,-7.8%
O=C(Nc1cccc(F)c1)/C(=C\c1ccco1)NC(=O)c1cccs1,5%,-22%,0.0%,9%,·,-1.2,79,-32%,0.4%,3.0%

Following part:
Molecule,GPR35 arrestin U2OS,NOD1 NF-kB reporter,GPR55 activation,MgcRacGAP inhibition,GPR55 antagonists,NTR1 agonist,NTR1 agonist cell count 20 µM,KOR beta-arrestin-1,K1F lysis inhibition,KOR beta-arrestin-2
CS(=O)(=O)N1CCN(c2ccc(Cl)cc2[N+](=O)[O-])CC1,-4%,-4%,-0.1%,5%,12%,-0.9,56,-7%,4.3%,-2.9%
Cc1ccc(Nc2c(-c3ccc(N4CCOCC4)cc3)nc3ncccn23)c(C)c1,4%,-17%,-0.2%,17%,5%,0.3,101,-4%,-0.4%,1.8%
CCO[C@@H]1OC(C(=O)N2CCOCC2)=C[C@H](c2ccc(Br)cc2)[C@H]1CCCO,2%,32%,-0.2%,9%,-7%,-3.0,56,-5%,-0.3%,-1.2%
O=C(O)c1cc(-c2ccc3c(c2)OCO3)nc2ccc(Cl)cc12,5%,-17%,0.3%,1%,-10%,-0.4,71,8%,0.2%,1.6%
Cc1ccc(-c2nn(-c3ccccc3)cc2CNCc2ccccc2)cc1,-9%,-29%,-0.1%,·,16%,16,46,-80%[20 µM],·,-3.4%
CC(=O)N(c1ccc2oc(=O)sc2c1)S(=O)(=O)c1cccc2cccnc12,11%,-24%,0.6%,15%,-2%,-0.9,55,1%,-0.3%,-0.2%
CCCCn1c(N)c(N(CCC(C)C)C(=O)CSc2nnc3ccccn23)c(=O)[nH]c1=O,-14%,-3%,0.6%,8%,-13%,-1.0,42,6%,0.5%,-1.7%
COc1ccc(-c2csc3nc(C)nc(N4CCC(C)CC4)c23)cc1OC,1%,17%,0.9%,6%,6%,6.0,67,24%,0.5%,-1.8%
CCN(CC)CCC(=O)NC(C)(C)Cc1ccc(O)cc1,10%,-15%,0.0%,10%,18%,-2.0,53,21%,0.5%,-5.8%
Cc1ccc(S(=O)(=O)Cc2cccc(C(=O)N3CCOCC3)c2)cc1,-5%,-11%,-0.1%,3%,-3%,0.6,50,-36%,3.0%,1.6%
COC(=O)c1c(Sc2ccccc2)c2ccccc2n1C,-5%,-18%,-0.1%,-12%,2%,-1.7,73,-17%,0.0%,1.5%
O=C(NCCCc1ccccc1)c1cc([N+](=O)[O-])ccc1Cl,9%,-14%,0.3%,10%,7%,0.4,83,-52%[20 µM],-0.1%,3.1%
O=C(NC1CCCc2ccccc21)c1c(F)cccc1Cl (stereo not given),6%,-24%,·,7%,-3%,1.2,52,-9%,0.2%,0.1%
O=C(O)c1cc(-n2nnnc2SCc2ccccc2F)ccc1Cl,5%,-8%,-0.2%,-3%,-5%,-0.5,49,-1%,-0.1%,·
